OPRM1-OPRD1 ag: agonists of human mu-delta opioid receptor heterodimerization; cells, OPRM1-OPRD1 heterodimerization, luminescence; activation, % at 9.3 µM; 340,000 compounds, 0.3% hits; in the data active = activation above about 18%;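 note: 0% = vehicle-treated cells and 100% = reference agonist; values of inactives mirror those of a sister screen read the other way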
PfHsp90 yeast 2: reduces growth (ATP signal) of yeast expressing P. falciparum Hsp90; inhibition, % at 9.4 µM; 310,000 compounds, 0.32% hits; S. cerevisiae expressing PfHsp90, BacTiter-Glo ATP, 48 h; yeast lacking PDR1 and PDR3 efflux regulators;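 active = every replicate shows inhibition above about 80%, whatever the replicate mean, limit read from the data; inconclusive = mean inhibition reaches the set limit but some replicate falls short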;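 note: 0% = DMSO neutral controls and 100% = 20 µM radicicol positive controls; yeast relying on Plasmodium falciparum Hsp90 in place of its own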
Mot1-301 SUMO: inhibitors of SUMOylation pathway: yeast Mot1-301 growth rescue. S. cerevisiae Mot1-301 growth rescue, ATP luminescence, 38.5C; percent above DMSO median, 100 means doubled. growth rescue, % at 18.8 µM. 320,000 compounds, 1% hits;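 active = every valid replicate shows activation above 250% relative to neutral control wells; inactive = the rest, any valid replicate at or below 250%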;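 note: OY570 slx delta 5 strain wells were the positive control but not used for scaling; some compounds called inactive have numbers as strong as hits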
AddAB inh: less growth of phage-infected E. coli with AddAB | AID 435030 | inhibition, % at 11.9 µM | 330,000 compounds, 0.29% hits | E. coli expressing H. pylori AddAB, absorbance growth; in the data active = inhibition above about 12%;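 note: 0% = vehicle wells of infected cells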
E coli growth: bacterial growth inhibition, counter-screen for AddAB inhibitors; E. coli V3065 growth, OD600 absorbance, 18 h; inhibition, % at 11.9 µM; 330,000 compounds, 0.27% hits;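 active = inhibition above the campaign's mean inhibition across all tested compounds plus 3 SD, cut at about 9.9% in these data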;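 note: uninfected addAB+ strain grown without phage in ampicillin broth; 0% = DMSO wells and 100% = ciprofloxacin 0.95 µg/ml wells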
PKA-R1A act: activators of PKA-R1A complex. AID 504707. PKA-R1A dissociation, Cy5-IP20 fluorescence polarization; scaled: DMSO 0%, 113 µM cGMP 100%. activation, % at 11.4 µM. 340,000 compounds, 0.083% hits;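 active = percent activation above the mean of all tested compounds plus 3 SD, cut at about 19% in these data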;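 note: higher means more PKAc released from R1A so a rise in polarization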
Tat transport: inhibitors of E. coli Tat protein transport | E. coli MC4100 TorA-mCherry Tat export, fluorescence | 340,000 compounds, 0.036% hits | inhibition, % at 10 µM;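 active = mean replicate inhibition at least 50% and at least half of replicates individually reaching 50%; inconclusive = only one of the two criteria met; inactive = neither criterion met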;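 note: exported cargo escapes ClpAP degradation while cytoplasmic cargo is degraded and loses fluorescence; 0% = median of neutral control wells and 100% = median of NaSCN control wells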
phage Ecoli inh: E. coli growth loss with phage present; growth absorbance; inhibition, % at 11.9 µM; 360,000 compounds, 0.26% hits; in the data active = inhibition above about 11%
OPRM1-OPRD1 inv: inverse agonists of human mu-delta opioid receptor heterodimerization; P35372+P41143; cell-based MOR-DOR heterodimer luminescence, inverse agonism; inhibition, % at 9.3 µM; 340,000 compounds, 0.21% hits; in the data active = inhibition above about 22%, passing the limit was not always enough;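 note: 0% = cells with DMSO and 100% = wells without cells with DMSO; values of inactives mirror those of a sister screen read the other way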
PKA-R2B act: activates the human PKA-R2B holoenzyme complex; P22694+P31323; PKA-R2B holoenzyme dissociation, Cy5-IP20 fluorescence polarization; R2B truncated from residue 108, S112A mutant; 0% DMSO only, 100% 113 µM cGMP; activation, % at 11.4 µM; 340,000 compounds, 0.079% hits; AID 504700;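 active = activation above a cutoff set at the mean over all compounds plus 3 SD, cut at about 18% in these data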;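 note: higher means more holoenzyme dissociation and a rise in polarization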
Target sequence (P31323 whole entry, looked up, other chains not shown, the tested form may be a part): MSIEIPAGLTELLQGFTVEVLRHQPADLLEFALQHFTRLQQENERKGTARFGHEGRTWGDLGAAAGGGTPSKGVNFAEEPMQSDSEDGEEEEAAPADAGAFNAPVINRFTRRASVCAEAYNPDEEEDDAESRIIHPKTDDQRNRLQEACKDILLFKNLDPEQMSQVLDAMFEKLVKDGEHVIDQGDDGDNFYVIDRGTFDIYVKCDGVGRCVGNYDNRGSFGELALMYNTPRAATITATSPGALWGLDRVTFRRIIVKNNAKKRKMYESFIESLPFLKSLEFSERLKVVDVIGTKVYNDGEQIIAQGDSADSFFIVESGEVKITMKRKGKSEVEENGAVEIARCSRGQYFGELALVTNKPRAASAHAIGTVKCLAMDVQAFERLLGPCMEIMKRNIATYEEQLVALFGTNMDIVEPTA
HTR5A inv ctr: inverse agonist of human HTR5A in OPRM1-OPRD1 counter-screen; inhibition, % at 9.3 µM; AID 504634; P47898; 340,000 compounds, 0.083% hits; HTR5A cell line, luminescence, inverse agonism; in the data active = inhibition mostly above about 23%, no sharp cut-off; inactive = mostly below about 18%;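 note: 0% = cells with DMSO and 100% = no-cell wells with DMSO; some compounds called inactive have numbers as strong as hits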
Target sequence (P47898 whole entry, looked up): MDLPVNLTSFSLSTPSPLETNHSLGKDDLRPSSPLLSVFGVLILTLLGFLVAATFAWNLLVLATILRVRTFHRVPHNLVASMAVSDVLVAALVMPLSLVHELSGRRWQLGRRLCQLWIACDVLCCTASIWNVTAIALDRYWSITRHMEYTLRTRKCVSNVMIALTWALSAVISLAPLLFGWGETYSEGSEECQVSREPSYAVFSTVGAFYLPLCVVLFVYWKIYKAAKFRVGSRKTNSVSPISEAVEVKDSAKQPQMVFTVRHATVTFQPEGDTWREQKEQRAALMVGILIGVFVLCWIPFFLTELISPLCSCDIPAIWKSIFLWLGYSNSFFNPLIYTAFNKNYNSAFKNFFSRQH
* hit, by the source's call; ? = inconclusive; . = no result given.

SMILES	OPRM1-OPRD1 ag	PfHsp90 yeast 2	Mot1-301 SUMO	AddAB inh	E coli growth	PKA-R1A act	Tat transport	phage Ecoli inh	OPRM1-OPRD1 inv	PKA-R2B act	HTR5A inv ctr
O=S(=O)(Cc1ccccc1)N1CCCC1	-1.5	17.0	7.3	1.6	3.2	5.3	0.4	1.1	8.1	-3.1	-7.7
CC(C)c1nnc(NC(=O)CSc2nc3ccccc3[nH]2)s1	-3.2	-6.6	-10.4	4.4	-0.2	-4.1	-0.9	5.1	16.1	-1.2	9.2
OC(c1ccc(Cl)cc1)c1nccc2ccccc12 (centres undefined)	-1.2	1.7	9.8	-1.5	-5.0	-6.9	2.9	1.1	6.8	3.6	8.2
Cc1ccc(Cn2ncc3c(N4CCN(C)CC4)ncnc32)cc1	-1.7	.	-3.2	-1.7	-0.8	-2.8	-1.5	-0.9	8.2	7.7	-12.2
COc1cccc2cc(-c3nnc(SCC(=O)Nc4ccc(NC(C)=O)cc4)n3C)oc12	0.3	-19.1	-6.4	3.9	-0.8	-9.8	8.7	-0.6	-2.8	1.6	6.3
CCOc1ccccc1N1CCN(C(=O)c2ccccc2OCc2c(C)noc2C)CC1	-3.1	-40.8	1.9	1.2	-2.8	-16.8	7.5	-0.1	12.3	-2.1	-14.2
CC(=O)NCCC(=O)Nc1cc(S(=O)(=O)N2CCCCC2)ccc1N1CCN(C)CC1	-0.4	9.4	245.7	-0.2	1.2	-10.6	1.3	6.3	2.8	-6.3	3.7
C=CCNC(=S)NNC(=O)CCC(O)COCCC(C)C (centres undefined)	0.1	-6.9	.	0.5	0.6	6.5	-1.3	3.5	-0.5	10.8	-8.4
CCCCN1CCC(=O)C(C(=O)OCC)=C1C(=O)OCC	-2.4	-13.2	.	.	.	4.5	-1.4	1.7	11.2	2.7	-2.0
COC(=O)c1ccccc1OCCOc1ccccc1C(=O)OC	-1.3	-2.8	.	-1.2	-1.3	-9.4	-5.3	-0.3	7.2	-5.3	2.5
CSc1ccc(Cc2ccc(Cl)cc2Cl)nn1	-4.0	.	24.3	0.2	-2.8	-10.1	-5.2	-0.8	20.3	-0.7	-10.7
COc1ccccc1Cn1c(=S)[nH]c2cc(C(=O)NCC(OC)OC)ccc2c1=O	-2.6	-12.3	5.8	.	.	1.5	15.4	1.0	15.0	-1.8	-11.1
O=C1CCCN1CCC(=O)N1CCCC(N2CCN(c3ccccc3F)CC2)C1 (centres undefined)	-2.0	6.9	481.3*	0.1	1.1	1.9	-2.3	0.9	10.8	9.8	-8.7
COc1ccc(NC(=O)c2cc3c(=O)n(C)c4ccccc4c3s2)cc1OC	-0.8	11.1	17.6	2.0	1.1	0.1	-4.9	4.5	5.8	-4.0	8.8
CN(C(=O)c1ccccc1Br)C1CCS(=O)(=O)C1 (centres undefined)	-1.4	.	-5.3	0.9	2.4	-0.7	6.7	1.5	7.7	3.2	14.9
COc1ccc2nc(Nc3nc4ccc(NC(C)=O)cc4s3)sc2c1	1.3	-32.1	9.0	2.2	-1.4	15.1	0.8	-0.3	-6.8	7.8	-7.5
CCC(=O)N1CCN(c2ccc(NC(=O)c3cc4ccccc4o3)cc2Cl)CC1	4.5	4.8	-11.2	2.0	0.5	-8.5	5.3	0.0	-20.8	-7.3	-18.6
Cc1cc(C)c2c(c1)c1nnc(SCCN3CCOCC3)nc1n2C	-0.4	-21.5	.	.	.	0.8	11.4	-0.2	1.7	-3.1	-15.3
Cc1cccc(OC(=O)c2sc(Cl)nc2C)c1	1.9	-20.3	-10.8	2.8	0.5	3.5	-20.0	0.1	-10.1	8.1	7.1
CC(NC(=O)COC(=O)c1c[nH]c2ccccc12)c1ccccc1 (centres undefined)	0.3	.	1.8	0.9	-0.5	13.9	-10.7	1.7	-1.5	2.2	-5.6
NC(=O)c1cc(NC(=O)CCCc2nc3ccccc3s2)cc(C(N)=O)c1	0.9	11.7	-11.1	-1.5	-2.5	-0.7	-0.3	4.1	-4.7	-7.2	-24.0
CCCCc1nc(Cl)c(C#N)c2c1CCCC2	5.8	-21.8	287.0	2.1	2.1	-3.4	3.6	5.5	-41.5	-13.1	3.6
COc1cc(NC(=O)CN(C)S(=O)(=O)c2ccc3c(c2)CC(C)N3C(C)=O)cc(OC)c1 (centres undefined)	-1.1	-4.4	.	1.2	3.4	11.8	-6.7	0.5	5.8	8.2	6.6
Cc1ccc(C(=O)CC2SC(N)=NC2=O)cc1 (centres undefined)	-2.9	-0.1	35.8	1.9	1.5	0.0	-17.1	5.6	16.2	-2.3	6.2
CC(=O)Nc1c(C(=O)N2CCOCC2)cnn1-c1ccc(C)c(C)c1	-0.9	28.7	-17.8	-1.7	-4.0	9.5	-1.5	1.9	4.7	0.3	-2.5
CCOC(=O)CSc1nc2cc(C(=O)NCC3CCCO3)ccc2c(=O)n1Cc1ccco1 (centres undefined)	-1.9	-10.8	74.8	-1.9	-2.4	-4.6	-11.5	1.2	9.7	8.3	-3.1
CCOc1cc(C(=O)Nc2cccc3ncccc23)cc(OCC)c1OCC	2.3	11.0	.	3.2	-2.2	-0.4	-3.7	0.4	-12.7	-2.1	-9.8
CCC(=O)N(Cc1cc(=O)[nH]c2ccccc12)c1ccc(C)cc1C	-0.5	5.0	-3.0	-0.4	-0.7	-2.7	-3.0	3.2	2.6	-13.6	2.7
COc1cccc(NC(=O)CN(C)C(=O)c2ccc(N3CCCCC3)c([N+](=O)[O-])c2)c1	0.0	5.2	16.8	-1.4	1.4	7.5	7.1	1.8	-0.1	-10.6	10.5
CC(=O)N(CC1CCCO1)C1(C(=O)NC2CCCC2)CCCCC1 (centres undefined)	-1.9	-15.5	-10.9	1.2	-0.3	1.1	-6.4	3.0	8.7	-6.2	11.7
Cc1ccc(C2(C)NC(=O)N(CC(=O)N3CCN(C(=O)c4cccs4)CC3)C2=O)cc1 (centres undefined)	-1.6	-17.1	.	1.9	-2.2	5.7	-8.1	1.2	7.1	0.6	-9.6
CCC(c1nnnn1C1CCCCC1)N1CCN(C(=O)c2ccco2)CC1 (centres undefined)	0.3	12.2	-6.1	2.4	1.9	-8.1	-1.0	1.9	-2.8	15.3	-3.8
CC(=O)OC1CCC2(C)C3=CCC4(C)C(C(C)=O)=CCC4C3CCC2C1 (centres undefined)	-1.2	-2.2	.	.	.	-3.3	?	3.2	6.2	-9.1	-5.2
CCCN(CCC)CC(O)COc1ccc2c(c1)OCO2 (centres undefined)	1.1	30.9	-10.2	3.7	1.4	4.1	-3.6	3.7	-5.9	1.8	-6.8
COc1ccc(/C=C(/C#N)C(=O)Nc2cc(C)ccc2C)cc1C(=O)O	1.3	19.7	.	4.2	1.3	-6.9	-2.7	-0.5	-7.3	9.5	0.1
O=C(CCCCCNC(=O)N1CCn2c1nc1ccccc12)N[C@@H](Cc1ccccc1)C(=O)O	.	-5.4	1.7	1.9	-1.3	3.7	-14.5	2.0	.	-5.9	.
CS(=O)(=O)N(CC(=O)N1CCOCC1)c1ccc(Cl)cc1	-2.7	-6.1	-5.9	3.8	1.2	0.6	-9.1	3.0	12.6	10.9	12.2
O=C(Nc1nn(Cc2ccc(Cl)cc2)cc1Br)c1ccc(COc2ccccc2Cl)o1	0.9	4.8	9.5	4.8	2.1	-3.3	5.0	2.9	-3.9	-4.0	0.2
Cc1ccc(Oc2ncccc2NC(=O)CC2(CC(=O)O)CCCC2)c2c1CCC2	-2.3	-11.2	11.5	0.3	-0.8	-6.4	-1.9	3.7	11.5	2.1	-0.5
COc1ccc(NC(=O)C2C3C=CC(C3)C2C(=O)NCc2ccco2)c(OC)c1 (centres undefined)	1.4	-3.8	2.4	0.6	-0.4	1.4	-10.7	2.7	-6.3	-7.4	8.4
COc1ccc(/C=N/N=C(\N)c2nonc2N)cc1	-1.0	-34.7	.	.	.	10.9	-5.4	4.4	5.3	3.3	7.4
CCN1C(C)=C(C)S/C1=C1\SC(=S)N(NC(C)=O)C1=O	-1.1	-11.1	.	2.0	0.6	6.5	-1.0	1.5	5.2	4.7	-18.0
COc1ccc(/C=N/Nc2nnc(Cc3ccc(OC)c(OC)c3)c(=O)[nH]2)cc1	-1.8	-9.9	52.7	1.9	-1.9	-1.1	-4.7	2.4	9.2	-11.0	-1.8
Cc1ccc(NC(=O)N(C2CCCCC2)C(C)c2cccnc2)cc1C (centres undefined)	-1.6	23.1	19.8	1.2	0.3	-15.6	-3.2	3.9	9.3	9.0	6.3
CCCc1ccc(OCC(=O)NNC(=S)NC(=O)c2ccco2)cc1	-2.8	.	-16.0	0.8	-1.4	-3.5	-5.4	0.2	14.0	9.2	15.0
CC(C)CC(NC(=O)/C(=C\c1ccco1)NC(=O)c1ccco1)C(=O)O (centres undefined)	-3.6	12.3	14.7	0.7	1.1	4.2	-5.1	2.5	17.1	4.3	5.5
CCCCC(=O)N(c1ccc(C)c(C)c1)C1C=CS(=O)(=O)C1 (centres undefined)	-3.0	12.8	10.5	0.6	0.6	-0.4	?	0.9	16.8	-15.7	-1.1
O=C(CCc1nnc(COc2ccccc2)o1)NCc1ccccc1	-2.5	2.5	-7.2	3.7	0.1	-7.1	-2.7	2.5	12.4	4.2	-17.3
CC(=O)N1CCCc2cc(S(=O)(=O)N3CCCC(C(=O)NCc4ccc(Cl)cc4)C3)ccc21 (centres undefined)	-1.7	-7.3	-19.5	0.5	0.6	-5.7	0.3	-1.4	8.6	-6.3	-18.3
O=C(COC(=O)Cc1cccs1)NCC(=O)Nc1ccc(F)cc1	-4.5	-23.9	-20.7	1.8	-0.1	-7.8	-2.0	1.3	16.7	-3.2	7.1
Cn1c(=O)[nH]c(=O)c2c1nc(N1CCCCCC1)n2CCSc1nc2ccccc2[nH]1	-0.8	-1.2	102.7	1.0	0.8	-12.8	-6.2	1.9	4.9	4.0	-17.3
O=C(Nc1ccccc1)Nc1cccc(Cl)c1Cl	7.7	30.5	6.1	1.2	1.2	-5.4	-2.5	6.5	-40.8	-13.5	-7.3
O[C@H]1c2ccccc2[C@H](Cc2cncs2)[C@@H]1Br	-0.9	-2.7	3.3	1.0	-0.8	9.6	-1.9	2.5	4.7	-15.1	-4.3
c1ccc(OCCCn2nnc(-c3ccc(N4CCOCC4)cc3)n2)cc1	4.4	9.4	165.1	2.9	-1.6	6.6	-9.8	1.2	-25.2	6.4	-6.3

No new results follow: 2 of the compounds above.
SMILES	OPRM1-OPRD1 ag	PfHsp90 yeast 2	Mot1-301 SUMO	AddAB inh	E coli growth	PKA-R1A act	Tat transport	phage Ecoli inh	OPRM1-OPRD1 inv	PKA-R2B act	HTR5A inv ctr
Cn1c(=O)[nH]c(=O)c2c1nc(N1CCCCCC1)n2CCSc1nc2ccccc2[nH]1	-0.8	-1.2	102.7	1.0	0.8	-12.8	-6.2	1.9	4.9	4.0	-17.3
O=C(Nc1ccccc1)Nc1cccc(Cl)c1Cl	7.7	30.5	6.1	1.2	1.2	-5.4	-2.5	6.5	-40.8	-13.5	-7.3

Random draw from the library; 2.2% or so of the library scored in one or more.
